Mcl1-Noxa inh: Mcl-1/Noxa interaction inhibition | Q07820 | TR-FRET Mcl-1/Noxa peptide binding, 2 h | inhibition, % at 21.7 µM | 220,000 tested, 1.5% active;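 active = compounds that cut the protein-peptide binding signal by more than 50% relative to plate controls in a single-dose test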;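 also: His-tagged Mcl-1 with rhodamine Noxa BH3 peptide and terbium anti-His antibody; 0% = Mcl-1 plus Noxa peptide wells and 100% = peptide-only wells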
Target sequence (Q07820 whole entry, looked up): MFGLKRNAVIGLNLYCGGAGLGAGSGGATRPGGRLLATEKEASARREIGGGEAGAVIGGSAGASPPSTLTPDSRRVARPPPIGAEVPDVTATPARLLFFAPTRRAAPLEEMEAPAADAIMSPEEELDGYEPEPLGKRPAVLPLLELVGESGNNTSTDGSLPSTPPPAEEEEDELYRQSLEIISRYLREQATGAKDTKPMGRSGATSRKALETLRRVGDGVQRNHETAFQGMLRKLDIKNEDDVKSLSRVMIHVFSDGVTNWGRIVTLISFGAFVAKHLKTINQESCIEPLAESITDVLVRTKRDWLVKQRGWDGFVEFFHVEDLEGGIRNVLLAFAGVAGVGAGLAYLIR
Bcl-W Bim block: disrupts Bim peptide binding to human Bcl-W; bead-based flow cytometry; inhibition, % at 10 µM; 190,000 tested, 0.02% active;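 also: 0% = bound tracer without compound and 100% = peptide blocker; higher means less fluorescent Bim peptide bound to Bcl-W beads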
Target sequence (Q92843 whole entry, looked up): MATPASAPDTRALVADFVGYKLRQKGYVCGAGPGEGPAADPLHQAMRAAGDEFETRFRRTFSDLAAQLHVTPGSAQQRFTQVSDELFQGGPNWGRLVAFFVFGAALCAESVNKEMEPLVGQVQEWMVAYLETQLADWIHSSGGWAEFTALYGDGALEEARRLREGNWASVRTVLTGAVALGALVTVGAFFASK
Bcl-B Bim block: inhibitors of Bim-Bcl-B interaction, human; Q9HD36; bead-based flow cytometry, Bim peptide-Bcl-B binding; inhibition, % at 10 µM; 190,000 tested, 0.073% active;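 also: 0% = tracer peptide without compound and 100% = reference inhibitor peptide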
Target sequence (Q9HD36 whole entry, looked up): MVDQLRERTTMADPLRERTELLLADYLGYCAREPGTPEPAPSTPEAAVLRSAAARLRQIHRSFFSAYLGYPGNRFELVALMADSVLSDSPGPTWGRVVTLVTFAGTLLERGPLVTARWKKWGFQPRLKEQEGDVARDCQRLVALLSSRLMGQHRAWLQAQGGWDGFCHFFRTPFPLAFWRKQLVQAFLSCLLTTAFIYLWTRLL
Mcl-1 Bim block: disrupts Bim peptide binding to human Mcl-1; Q07820; Bead-based flow cytometry, Bim peptide-Mcl-1 binding; inhibition, % at 10 µM; 190,000 tested, 0.1% active; AID 1009;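 also: 0% = no compound tracer wells and 100% = peptide blocker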
Bim-Bfl-1: human Bim-Bfl-1 interaction inhibition; Bead-based flow cytometry, Bim-Bfl-1 binding inhibition; inhibition, % at 10 µM; 190,000 tested, 0.12% active;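 also: 0% = wells without compound plus tracer and 100% = blocker peptide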
RGS7-Gao reg: regulators of human RGS7-Galphao interaction | P09471 | binding response (% of control), % at 10 µM | Multiplexed bead flow cytometry, RGS7-Galphao binding; actives lie on both sides | 220,000 tested, 0.35% active; in the data active = binding response below about 49% or above about 150%; inconclusive = no clear call, values can overlap the other calls; inactive = in between;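 also: fluorescent Galphao held in activated GDP-AlF4 state binding bead-coupled RGS7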
Bcl-2 Bim block: inhibitors of Bim-Bcl-2 interaction, human; P10415; Bead-based flow cytometry, Bim peptide-Bcl-2 binding; inhibition, % at 10 µM; 190,000 tested, 0.06% active; AID 950; in the data active = inhibition above about 40%; inconclusive = no clear call, values can overlap the other calls;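 also: 0% = no compound wells with probe peptide and 100% = reference peptide inhibitor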
Target sequence (P10415 whole entry, looked up): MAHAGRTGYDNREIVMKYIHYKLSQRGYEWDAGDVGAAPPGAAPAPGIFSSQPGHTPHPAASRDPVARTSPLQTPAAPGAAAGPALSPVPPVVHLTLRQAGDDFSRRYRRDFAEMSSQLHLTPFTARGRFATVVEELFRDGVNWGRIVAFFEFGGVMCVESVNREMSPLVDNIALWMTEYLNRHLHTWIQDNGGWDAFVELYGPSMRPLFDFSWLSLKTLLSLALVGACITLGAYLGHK
RGS4-Gao reg: human RGS4-Galphao interaction regulation; binding response (% of control), % at 10 µM; P09471; Multiplexed bead flow cytometry, RGS4-Galphao binding; actives lie on both sides; 220,000 tested, 0.33% active; in the data active = binding response below about 49% or above about 150%; inactive = in between;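 also: fluorescent Galphao activated with aluminum fluoride binding bead-coupled RGS4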
Mcl1-Bid inh: Mcl-1/Bid interaction inhibition; 220,000 tested, 0.97% active; inhibition, % at 21.7 µM; TR-FRET Mcl-1/Bid-Dy647 peptide binding, 1536-well;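 active = compounds that cut the binding signal by more than half at the single screening dose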;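 also: His-tagged Mcl-1 with europium anti-His antibody binding Bid BH3 peptide; 0% = Mcl-1 plus peptide wells and 100% = peptide-only wells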
Bim-Bcl-XL: human Bim-Bcl-XL interaction inhibition; Q07817; Bim peptide-Bcl-XL binding, bead flow cytometry, fluorescence; inhibition, % at 10 µM; 190,000 tested, 0.04% active; AID 1007
RGS8-Gao reg: regulators of human RGS8-Galphao interaction. response (percent of control binding), % at 10 µM. 220,000 tested, 0.34% active. multiplexed bead flow cytometry, RGS8-Galphao binding; actives lie on both sides. P09471; in the data active = response below about 60% or above about 140%; inactive = in between;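 also: Galphao activated as the GDP aluminium fluoride complex binding bead-coupled RGS8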
The depositor's hits bear a star; ? = inconclusive; . = not tested or not shown. Rule as the data show it, unless noted: active = inhibition above about 40%.

SMILES	Mcl1-Noxa inh	Bcl-W Bim block	Bcl-B Bim block	Mcl-1 Bim block	Bim-Bfl-1	RGS7-Gao reg	Bcl-2 Bim block	RGS4-Gao reg	Mcl1-Bid inh	Bim-Bcl-XL	RGS8-Gao reg
O=C(Cn1ncc(N2CCCC2)c(Cl)c1=O)c1ccc(Cl)cc1	6.6	-1.0	-6.0	1.0	-8.0	105.0	-5.0	101.7	-35.8	0.0	99.9
CC(=O)c1ccc(OCC(=O)NC2CCS(=O)(=O)C2)cc1 (configuration not stated)	0.9	-4.0	0.0	-3.0	-1.0	99.2	-2.0	101.5	-18.1	-1.0	98.8
CCOC(=O)C1(CC2CC2)CCN(C(=O)c2cc(C)nc3ccc(CC)cc23)CC1	3.5	2.0	0.0	1.0	-3.0	104.0	2.0	102.6	3.6	2.0	106.3
CC1=C(C(=O)OC(C)C)C(c2ccc(C)o2)NC(=O)N1 (configuration not stated)	5.2	0.0	0.0	0.0	1.0	98.8	4.0	102.0	-27.4	1.0	99.0
CC(=O)Nc1ccc(N=Nc2ccc(O)cc2)cc1	1.4	2.0	8.0	-2.0	12.0	101.3	12.0	106.3	-54.7	3.0	104.5
CCCCn1c(=O)[nH]c(=O)c2c1nc(-c1ccc(CC)c([N+](=O)[O-])c1)n2C	-3.1	-5.0	-5.0	-3.0	-6.0	108.1	0.0	102.6	-10.6	-3.0	103.2
COc1ccccc1NC(=O)CCSCCC(=O)Nc1ccccc1OC	20.2	-2.0	-7.0	-5.0	1.0	99.8	0.0	98.7	-61.0	-4.0	102.1
O=C(CN1CCCCC1)N1CCCc2ccccc21	17.2	-1.0	0.0	0.0	-1.0	89.1	-4.0	81.3	-26.9	-1.0	96.3
CC(=O)Nc1ccc(S(=O)(=O)Nc2nnc(C(C)C)s2)cc1	20.4	3.0	-5.0	0.0	-4.0	101.4	-5.0	101.8	20.0	-1.0	101.8
CC(NC(=O)Cn1cc(C(=O)C2CC2)c2ccccc21)c1ccccc1 (configuration not stated)	-17.5	-2.0	-9.0	-4.0	-20.0	98.5	-16.0	100.8	-28.6	-9.0	100.2
Cc1ccc(C)c(N(C)C(=O)c2coc(=O)c3ccccc23)c1	12.9	-2.0	0.0	-2.0	0.0	89.5	-1.0	86.1	-1.9	-1.0	92.4
CCN(CC)CCNc1ncnc2c1sc1nc(N3CCCC3)c3c(c12)CC(C)(C)OC3	34.6	0.0	-2.0	1.0	-3.0	107.8	-1.0	102.3	-13.9	-1.0	100.9
COc1cc(/C=N/OCC(=O)Nc2cc(C)cc(C)c2)ccc1OCc1ccc(Cl)cc1	15.4	0.0	-3.0	-2.0	1.0	94.3	0.0	94.0	-21.5	-2.0	83.8
O=c1cc(CO)oc(CN2CCC(Cc3ccccc3)CC2)c1O	-0.6	1.0	-2.0	-1.0	-5.0	106.0	-2.0	103.0	-61.4	0.0	105.6
COc1cccc2sc(NC(=O)c3ccc(S(=O)(=O)N4CCOCC4)cc3)nc12	-2.5	-1.0	1.0	0.0	-1.0	99.2	-4.0	100.6	-30.9	-1.0	99.8
O=C(CSc1ccc2ccccc2n1)c1ccccc1	-10.0	.	.	.	.	?	.	90.6	-12.2	.	100.2
O=S(=O)(Nc1cccc(-c2cn3cccnc3n2)c1)c1ccc(Cl)cc1	16.0	-11.0	-7.0	-20.0	-2.0	104.2	-1.0	109.4	-43.5	-10.0	108.7
c1ccc2sc(NC3=NCN(C4CCCCCC4)CN3)nc2c1	25.9	0.0	-5.0	3.0	0.0	98.3	1.0	97.0	16.1	-3.0	99.2
N#CC(c1ccc(O)cc1)N1CCCCC1 (configuration not stated)	0.1	4.0	-7.0	0.0	-12.0	93.6	-10.0	104.7	-38.6	-4.0	102.2
O=C(Nc1ccc(Br)cc1)c1cccc(N2C(=O)C3C4CCC(C4)C3C2=O)c1 (configuration not stated)	-3.9	0.0	1.0	2.0	2.0	103.0	5.0	103.2	-6.3	2.0	100.3

Just Bcl-W Bim block, Mcl-1 Bim block and RGS8-Gao reg (two entries from above):
canonical_smiles | Bcl-W Bim block | Mcl-1 Bim block | RGS8-Gao reg
CC(=O)c1ccc(OCC(=O)NC2CCS(=O)(=O)C2)cc1 (configuration not stated) | -4.0 | -3.0 | 98.8
COc1ccccc1NC(=O)CCSCCC(=O)Nc1ccccc1OC | -2.0 | -5.0 | 102.1

Next structures:
SMILES	Mcl1-Noxa inh	Bcl-W Bim block	Bcl-B Bim block	Mcl-1 Bim block	Bim-Bfl-1	RGS7-Gao reg	Bcl-2 Bim block	RGS4-Gao reg	Mcl1-Bid inh	Bim-Bcl-XL	RGS8-Gao reg
O=C(NC1CCCc2ccccc21)c1cccc(S(=O)(=O)N2CCOCC2)c1 (configuration not stated)	17.2	0.0	0.0	0.0	-4.0	94.8	-2.0	94.4	-4.5	0.0	96.4
COCC1CCN(Cc2nc(-c3cccs3)no2)C1 (configuration not stated)	-13.3	3.0	1.0	1.0	-3.0	89.2	0.0	97.3	-30.7	0.0	96.8
O=S(=O)(c1cccc(F)c1)N1CCC(CO)(Cc2cccc(F)c2)CC1	-9.5	0.0	-1.0	1.0	-6.0	110.5	0.0	99.0	-3.5	0.0	102.3
O=S(=O)(NCc1cccs1)c1cccc2cccnc12	11.5	-2.0	-2.0	-2.0	-3.0	99.4	-1.0	101.3	-3.9	-2.0	101.7
Cc1cc(C)nc(/N=C(\NC(=O)C(C)(C)C)Nc2ccc(F)cc2)n1	-1.1	.	.	.	.	?	.	105.8	-10.9	.	104.0
COc1cc(/C(C)=N/Nc2ccc(C(=O)O)cc2)cc(OC)c1OC	10.2	1.0	4.0	5.0	3.0	94.0	4.0	99.8	-74.9	1.0	100.9
COc1ccccc1OCCSc1nnnn1-c1ccc(C)cc1	12.2	0.0	-4.0	-3.0	-11.0	105.6	-5.0	105.7	-14.3	-1.0	102.8
COc1cccc(-c2nnc(SCC(=O)Nc3ccc(S(N)(=O)=O)cc3)n2C)c1	-5.6	5.0	-4.0	1.0	-8.0	107.8	0.0	106.4	-32.1	1.0	102.2
COc1ccc(CNC(=O)Oc2ccccc2)cc1Cl	-13.4	-4.0	-4.0	2.0	-11.0	101.2	-5.0	100.5	3.5	0.0	99.2
Cc1ccc(-c2nc3sc(C#N)c(N)n3c(=O)c2C#N)cc1	28.0	-1.0	-6.0	-2.0	-3.0	97.1	-1.0	94.3	18.1	-3.0	96.9
O=C1c2ccccc2C(=O)N1CCc1nc(-c2ccccn2)no1	2.9	0.0	-13.0	-5.0	-13.0	105.5	-9.0	105.3	-13.6	-9.0	101.8
O=C(NC1CCCC1)C(c1ccncc1)N(C(=O)c1csnn1)C1CCCC1 (configuration not stated)	18.4	1.0	0.0	1.0	-3.0	94.9	0.0	91.6	-62.6	0.0	97.4
O=[N+]([O-])c1ccccc1/C=N/Nc1nccnc1Cl	8.2	2.0	-8.0	3.0	-6.0	100.5	0.0	88.1	-4.7	-1.0	98.5
O=C1OCCC1Sc1ncnc2sccc12 (configuration not stated)	-1.7	0.0	-2.0	0.0	-9.0	111.7	-1.0	108.5	-32.1	-3.0	108.8
Cc1cccc2cc(COC(=O)C(C)C)c(=O)[nH]c12	-4.2	-1.0	-5.0	1.0	-14.0	105.7	-4.0	102.3	-8.0	-6.0	101.7
Cc1[nH]c2ccccc2c1C(=O)Cn1c(=O)oc2ccccc21	-35.0	4.0	-4.0	-4.0	-9.0	99.2	-3.0	105.4	-36.1	-4.0	98.7
CCCn1c(C)cs/c1=N\C(=S)Nc1ccccc1	-4.0	-6.0	-2.0	-5.0	-3.0	97.8	-6.0	97.0	-35.8	-5.0	102.5
O=C(c1ccccc1)c1ccc(N2CCCC2)cc1	-2.8	-5.0	-1.0	-2.0	-2.0	97.7	-6.0	101.2	-21.6	-2.0	99.9
CC(Oc1cc(F)ccc1[N+](=O)[O-])C(=O)Nc1ccc(S(=O)(=O)N2CCCC2)cc1 (configuration not stated)	-10.3	-1.0	-1.0	-3.0	1.0	?	-2.0	95.5	-36.9	-2.0	100.0
CC(C)C(=O)NC(=S)Nc1ccccc1N1CCN(C(=O)c2ccc(Cl)cc2)CC1	4.1	-2.0	-3.0	0.0	-4.0	98.7	-3.0	103.7	-21.2	-1.0	102.4
CSc1nnc(CSCc2ccc(Cl)cc2Cl)n1-c1ccccc1	15.4	0.0	-9.0	-1.0	-11.0	98.2	-8.0	97.9	4.2	-3.0	100.7
COc1ccc(-c2cc(C(=O)N/N=C/c3sccc3C)c3ccccc3n2)c(OC)c1	-1.0	1.0	-12.0	-1.0	-13.0	102.0	-9.0	100.1	0.8	-10.0	99.2
CCOC(=O)C1C(=O)NCC2CCCC21 (configuration not stated)	13.3	-3.0	0.0	-10.0	-1.0	92.6	-2.0	87.2	6.9	-9.0	87.0
COc1ccc2cc(C(=O)NCCO)sc(=O)c2c1OC	-1.9	0.0	-4.0	0.0	6.0	93.9	6.0	95.8	-9.9	0.0	101.3
Cc1c(C(=O)OCC(=O)Nc2ccc(S(N)(=O)=O)cc2)oc2c1ccc1ccccc12	-4.1	7.0	0.0	0.0	-2.0	93.9	1.0	96.2	-17.0	2.0	97.8
COc1ccc2c(c1)c(C(=O)N/N=C/c1cccc(O)c1)c(C)n2C	20.2	-2.0	-3.0	-1.0	0.0	101.6	0.0	101.1	-26.8	-1.0	102.9
Cc1cc(C)n2[nH]c(=O)c(N=Nc3ccc(S(N)(=O)=O)cc3)c2n1	7.8	0.0	-5.0	0.0	-4.0	99.4	0.0	100.5	-35.0	-3.0	100.4
COc1cccc(-n2cc(CNCc3c(C(=O)N(C)C)nc4ccc(Cl)cn34)cn2)c1	-31.4	-2.0	-2.0	-1.0	-6.0	100.6	-3.0	101.3	-11.2	0.0	101.3
CC(=O)N(C)c1ccc(OCC(O)Cn2c3ccc(Cl)cc3c3cc(Cl)ccc32)cc1 (configuration not stated)	-16.3	-2.0	-2.0	-3.0	-3.0	108.5	-4.0	105.2	9.3	-2.0	107.0
COC(=O)c1[nH]c2cc(C)ccc2c1NC(=O)CN1CCN(C(=O)c2ccco2)CC1	-2.2	-1.0	0.0	-3.0	-1.0	101.5	0.0	101.8	-28.8	0.0	109.2
Cc1nc([N+](=O)[O-])c(SCC(O)CCl)n1Cc1ccc(Cl)cc1 (configuration not stated)	-2.7	0.0	0.0	0.0	-5.0	100.6	-1.0	101.0	-17.7	-5.0	102.8
CCCCOc1ccc(CSc2nc(C)[nH]c2[N+](=O)[O-])cc1[N+](=O)[O-]	19.5	.	.	.	.	?	.	101.5	-25.8	.	99.8
CCn1c(N)nc2ccccc21	-4.1	-4.0	0.0	-3.0	-1.0	108.6	2.0	109.4	-52.8	-8.0	127.9
O=C(Nc1ccccn1)c1onc2c1CCCC2	-7.1	-1.0	-2.0	0.0	1.0	103.2	2.0	98.3	0.5	-4.0	96.4
Cc1ccc2nc(N3CCN(Cc4nnnn4Cc4ccccc4)CC3)c(C#N)cc2c1	-51.7	3.0	-7.0	4.0	-9.0	75.9	-1.0	76.8	-20.5	0.0	85.7
O=C(NC(=S)N(Cc1ccccc1)Cc1ccccc1)C1CCCCC1	14.3	-5.0	-9.0	-5.0	-5.0	98.2	-3.0	99.8	2.5	-7.0	95.8
O=C(Oc1cccc(-n2cnnn2)c1)c1ccccc1Cl	3.8	1.0	1.0	0.0	0.0	102.9	-1.0	105.6	-10.8	1.0	102.4

Compound activity deposited in PubChem BioAssay by several laboratories.
